# FAS-TE inh = FAS thioesterase domain inhibitors, primary screen, biochemical, fluorescence intensity, uHTS. Fatty acid synthase (Homo sapiens), P49327. 0.67% of 360,000 active. recombinant FAS-TE, OMFH fluorogenic substrate, fluorescence endpoint. inhibition, % at 15 µM;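 active means compounds whose normalised, plate-corrected inhibition of enzyme fluorescence in the single-dose primary screen is 50% or more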;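 further: 0% = DMSO with enzyme and 100% = substrate without enzyme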
# Target sequence (P49327 whole entry, looked up, the tested form may be a part): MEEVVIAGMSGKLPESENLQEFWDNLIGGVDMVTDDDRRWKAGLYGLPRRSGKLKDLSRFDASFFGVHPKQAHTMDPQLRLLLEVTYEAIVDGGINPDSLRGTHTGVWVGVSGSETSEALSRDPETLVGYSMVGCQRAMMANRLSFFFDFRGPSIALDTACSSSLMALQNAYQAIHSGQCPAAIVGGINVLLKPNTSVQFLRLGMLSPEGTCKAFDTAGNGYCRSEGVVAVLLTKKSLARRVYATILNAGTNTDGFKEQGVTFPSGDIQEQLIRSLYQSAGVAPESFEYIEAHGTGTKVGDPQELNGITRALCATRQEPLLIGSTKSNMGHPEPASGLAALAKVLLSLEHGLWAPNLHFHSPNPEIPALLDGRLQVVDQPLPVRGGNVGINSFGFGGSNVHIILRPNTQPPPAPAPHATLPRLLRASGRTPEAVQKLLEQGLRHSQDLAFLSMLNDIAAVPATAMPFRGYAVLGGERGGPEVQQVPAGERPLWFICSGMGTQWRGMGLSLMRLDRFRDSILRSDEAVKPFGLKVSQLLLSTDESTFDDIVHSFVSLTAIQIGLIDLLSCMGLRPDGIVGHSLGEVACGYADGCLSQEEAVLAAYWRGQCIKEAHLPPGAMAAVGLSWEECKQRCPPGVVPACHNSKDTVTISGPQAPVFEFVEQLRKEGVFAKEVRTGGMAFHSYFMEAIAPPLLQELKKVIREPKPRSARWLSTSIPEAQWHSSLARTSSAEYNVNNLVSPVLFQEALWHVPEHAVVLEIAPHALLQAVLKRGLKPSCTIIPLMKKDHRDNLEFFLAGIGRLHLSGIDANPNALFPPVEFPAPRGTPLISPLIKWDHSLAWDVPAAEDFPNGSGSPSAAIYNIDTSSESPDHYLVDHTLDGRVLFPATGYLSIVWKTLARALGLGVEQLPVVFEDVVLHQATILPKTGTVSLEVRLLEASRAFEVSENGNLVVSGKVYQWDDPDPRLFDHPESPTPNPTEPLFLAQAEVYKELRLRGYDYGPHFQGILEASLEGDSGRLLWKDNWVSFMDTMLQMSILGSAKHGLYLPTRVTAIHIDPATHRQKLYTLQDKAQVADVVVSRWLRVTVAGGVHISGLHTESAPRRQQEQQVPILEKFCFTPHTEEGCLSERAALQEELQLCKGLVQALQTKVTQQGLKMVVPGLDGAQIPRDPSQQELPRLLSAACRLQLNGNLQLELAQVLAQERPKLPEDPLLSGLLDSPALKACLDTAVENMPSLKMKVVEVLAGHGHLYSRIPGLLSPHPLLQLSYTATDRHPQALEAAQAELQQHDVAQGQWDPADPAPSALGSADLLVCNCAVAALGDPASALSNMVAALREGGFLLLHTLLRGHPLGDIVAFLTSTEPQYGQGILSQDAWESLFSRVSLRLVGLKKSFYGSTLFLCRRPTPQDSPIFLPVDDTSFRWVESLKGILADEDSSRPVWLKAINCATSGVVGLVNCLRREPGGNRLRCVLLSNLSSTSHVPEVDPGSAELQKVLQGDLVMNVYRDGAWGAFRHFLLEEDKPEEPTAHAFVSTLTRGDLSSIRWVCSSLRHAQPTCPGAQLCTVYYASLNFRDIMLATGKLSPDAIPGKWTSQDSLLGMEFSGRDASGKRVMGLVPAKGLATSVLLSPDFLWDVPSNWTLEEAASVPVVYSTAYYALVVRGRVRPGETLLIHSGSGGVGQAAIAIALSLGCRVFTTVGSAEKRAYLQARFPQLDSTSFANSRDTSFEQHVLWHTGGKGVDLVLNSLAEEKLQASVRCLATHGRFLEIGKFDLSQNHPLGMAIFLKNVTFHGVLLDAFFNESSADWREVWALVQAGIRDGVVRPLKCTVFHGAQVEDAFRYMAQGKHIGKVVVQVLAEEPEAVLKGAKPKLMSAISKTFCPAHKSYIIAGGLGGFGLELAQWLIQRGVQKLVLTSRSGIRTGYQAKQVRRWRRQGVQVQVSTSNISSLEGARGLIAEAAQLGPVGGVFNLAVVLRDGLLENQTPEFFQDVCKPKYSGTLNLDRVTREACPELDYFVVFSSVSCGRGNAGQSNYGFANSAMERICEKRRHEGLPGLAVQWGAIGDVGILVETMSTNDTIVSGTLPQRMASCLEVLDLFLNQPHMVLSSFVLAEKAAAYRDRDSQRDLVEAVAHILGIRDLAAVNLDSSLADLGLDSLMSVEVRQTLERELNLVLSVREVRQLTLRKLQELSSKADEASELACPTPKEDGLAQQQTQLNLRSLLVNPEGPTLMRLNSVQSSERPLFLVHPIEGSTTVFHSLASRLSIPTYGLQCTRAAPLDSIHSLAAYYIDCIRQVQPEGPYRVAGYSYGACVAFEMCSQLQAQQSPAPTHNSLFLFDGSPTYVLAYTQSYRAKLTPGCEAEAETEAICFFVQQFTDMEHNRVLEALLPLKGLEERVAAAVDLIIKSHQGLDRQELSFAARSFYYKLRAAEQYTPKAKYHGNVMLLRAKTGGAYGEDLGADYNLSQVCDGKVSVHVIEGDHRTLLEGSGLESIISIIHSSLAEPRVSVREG
# MT1-MMP act inh = blockers of MT1-MMP proenzyme processing, primary screen, HT1080 RFP-PRO-GFP cells, GFP/RFP fluorescence; Matrix metalloproteinase-14 (Homo sapiens), P50281; 0.061% of 360,000 active; GFP/RFP ratio change, % at 20 µM; GFP/RFP ratio fluorescence, overnight; percent of plate control window, DMSO zero;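 active means GFP/RFP ratio change of at least 30% with cell ATP level not reduced by more than half and red fluorescence within 50% of control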; further: strong numbers were not always called active
#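 Compound: 20 µM single dose, 1% DMSO / System: HT1080 RFP-PRO-GFP cells / Controls: DMSO and RFP-L50D-GFP cell wells / Read-out basis: GFP/RFP fluorescence ratio / Schedule: overnight compound exposure at 37 °C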
# PABP1 MLLE inh = inhibitors of PABP1 MLLE–PAM2 peptide binding, primary screen, biochemical, fluorescence polarization, FITC-PAM2, GST-MLLE. inhibition, % at 20 µM. 0.36% of 360,000 active; in the data active means inhibition above about 35%, passing the limit was not always enough;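 further: plate controls were DMSO wells with GST-MLLE for no effect and wells lacking GST-MLLE protein for full effect; some results filed as inactive read as strong as hits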
# MsrA inhibitor = bovine MsrA enzyme inhibitors, primary screen, biochemical, absorbance, HTS; Methionine sulfoxide reductase A (Bos taurus); purified bovine MsrA, absorbance read-out; inhibition, % at 15.5 µM; 0.75% of 360,000 active; AID 651718, 2012; in the data active means inhibition above about 4.5%;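 further: 0% = vehicle wells with enzyme and 100% = reference inhibitor wells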
# SKN-1 block = suppressors of acrylamide-induced Pgst-4::GFP reporter in worms, primary screen, SKN-1 inhibitor project, whole organism, uHTS, GFP/RFP fluorescence ratio, strain VP596 | inhibition, % at 21.8 µM | C. elegans VP596 Pgst-4::GFP/RFP ratio, 24 h | 0.49% of 360,000 active;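 active means interference check ratio from 0.5 to 1.5 plus GFP to RFP signal ratio inhibition reaching or exceeding a fixed threshold, cut at about 30% in these data, passing the limit was not always enough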; further: some compounds called inactive have numbers as strong as hits
# MsrA act = bovine MsrA enzyme activators, primary screen, biochemical, absorbance, HTS. Methionine sulfoxide reductase A (Bos taurus). purified bovine MsrA, absorbance read-out. activation, % at 10.6 µM. 0.3% of 360,000 active. AID 602163, 2012; in the data active means activation above about 7.5%;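 further: 0% = vehicle and 100% = reference activator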
# NRP1-CendR mod = modulators of CendR peptide binding to NRP-1, primary screen, biochemical, fluorescence polarization, uHTS; inhibition, % at 25 µM; Neuropilin-1 (Homo sapiens), O14786; AID 602438, 2012; FAM-RPARPAR peptide binding to NRP-1; 0.85% of 360,000 active;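 active means inhibition or corrected inhibition above about 18%, plus a signal ratio from 0.5 to 1.5, limit read from the data, passing the limit was not always enough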; further: strong numbers were not always called active
# TbMetRS inhib = T. brucei MetRS inhibitors, primary screen, biochemical, luminescence. methionyl-tRNA synthetase (Trypanosoma brucei brucei). purified T. brucei MetRS, ATP depletion, Kinase-Glo luminescence. inhibition, % at 11.9 µM. 0.4% of 360,000 active;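 active means inhibition above a per-plate cutoff of the control wells' mean inhibition plus 3 SD, cut at about 5.5% in these data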;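 further: 0% = DMSO wells median and 100% = median of wells with control inhibitor compound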
#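 Dosing: 11.9 µM single point; system: parasite MetRS enzyme; technique: luminescence of leftover ATP; times: 15 min enzyme-compound preincubation, 2 h reaction, 10 min detection, 25 °C; replicates: each compound tested once; read-out basis: percent inhibition relative to median high and low control wells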
# eLon inh = inhibitors of E. coli Lon protease, primary screen, biochemical, fluorescence polarization | P0A9M0 | AID 602123, 2011 | 0.42% of 360,000 active | inhibition, % at 7.94 µM | purified E. coli Lon protease; in the data active means inhibition above about 13%, passing the limit was not always enough;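 further: 0% = enzyme with probe and DMSO and 100% = no enzyme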
# The depositor's hits bear a star; nt = no result given.
Compound,NRP1-CendR mod,PABP1 MLLE inh,MT1-MMP act inh,FAS-TE inh,SKN-1 block,MsrA inhibitor,MsrA act,eLon inh,TbMetRS inhib
Cc1nc(CN2CCN(S(=O)(=O)c3c(Cl)cc(Br)cc3Cl)CC2)cs1,4.7,17.4,-1.9,3.8,-27.2,-1.5,-0.7,4.2,0.4
CCCc1c(-c2ccc(F)cc2)ncn1Cc1ccccc1OC,22.2*,nt,-2.0,12.9,-1.4,-0.1,0.6,-2.1,-0.7
COC(=O)c1sc(S(=O)(=O)Nc2ccc(C)c(C)c2)c(C(=O)OC)c1C,5.3,-15.1,0.6,20.1,-8.8,6.1*,-11.4,2.6,-0.6
Cc1ccc(C(=O)N/C(=C\c2sccc2C)C(=O)NCCCN2CCOCC2)cc1,-0.1,-11.4,-1.5,1.5,8.0,1.5,-7.8,-1.9,-0.5
CCN(CC)CCCNC(CC(=O)Nc1cccc([N+](=O)[O-])c1)C(=O)O (centres undefined),-15.7,9.4,-1.4,-10.6,11.7,-0.7,-2.3,10.5,0.7
Cc1cccc(NC(=S)NNC(=S)NCc2ccccc2)c1,1.2,30.6,-9.6,-2.9,-6.4,0.8,-3.5,-5.8,-0.6
CN(C)CCCNC(=O)C(=O)NCC1OCCN1S(=O)(=O)c1cc(F)ccc1F (centres undefined),6.3,12.5,-3.8,-3.8,-7.8,-0.1,-2.6,-6.7,-0.2
COCCCNC(=O)C1CCCN(S(=O)(=O)c2ccc(C)cc2)C1 (centres undefined),0.3,-11.7,-5.3,-7.8,6.3,1.3,-4.4,6.7,1.3
CC1(C(=O)NS(=O)(=O)c2ccccc2)CCN1C(=O)Cc1ccc(Cl)cc1Cl (centres undefined),-3.3,0.1,-0.4,-5.0,-0.3,-0.8,-1.2,8.3,-0.3
CCOc1ccccc1C(=O)NCCCN1CCN(CCCNC(=O)c2ccccc2OCC)CC1,4.9,-12.5,-1.4,-12.3,-11.9,0.7,-12.6,-17.3,-1.2
O=S(=O)(c1ccc(Oc2ccc(S(=O)(=O)N3CCOCC3)cc2)cc1)N1CCOCC1,10.0,-3.2,0.4,-4.1,8.5,0.7,-10.1,1.6,-1.8
CCN(CC)C(=O)C1=C(C)N(Cc2ccc(OC)cc2)C(=O)C(CC(=O)NCc2ccco2)C1 (centres undefined),-10.0,14.2,3.9,-11.3,-0.7,-0.8,-1.8,-0.4,-0.5
Cc1cc(C)c(N)cc1C,-4.6,-2.5,0.8,-5.5,-5.1,-0.2,-5.9,7.8,-0.7
COCC(=O)N1CCC(Oc2ccc(C(=O)NCc3cnc(C)cn3)cc2)CC1,13.2,3.8,1.4,-6.0,-1.8,-1.6,-3.6,-7.3,0.4
O=C(NCCC(=O)N(Cc1ccco1)Cc1cccs1)c1ccc(Br)cc1,4.8,12.4,-2.4,10.5,2.4,-1.1,0.5,-16.8,0.6
CN(C)CCOC(=O)CC12CC3CC(C1)CC(CC(=O)OCCN(C)C)(C3)C2,9.1,6.1,1.2,-2.8,-1.5,-0.6,-2.2,1.1,-0.4
Cc1onc(-c2ccccc2Cl)c1C(=O)N1CCCc2ccccc21,-0.3,2.5,1.2,-0.9,7.0,-0.5,-1.5,-9.7,-0.5
Cc1ccc(CNC(=O)c2ccc(N3CCC4(CC3)CC(c3ccccc3)=NO4)c(NC(=O)c3cccc(C)c3)c2)cc1,-6.0,3.3,3.9,19.7,16.1,-1.1,-1.7,-10.0,-0.3
COc1ccc(-n2nc(C(=O)NCC(=O)NCCCN3CC(C)CC(C)C3)c3ccccc3c2=O)cc1OC (centres undefined),-3.2,-1.6,2.0,-4.4,-8.7,0.6,0.1,2.8,-0.7
O=C(Cn1nc(C(=O)O)c2ccccc2c1=O)Nc1ccc(F)cc1F,-6.4,-8.2,1.8,-1.9,23.1,0.5,-0.6,-3.1,0.8
CN1C(=O)COc2ccc(C(=O)c3ccccc3C(=O)O)cc21,4.0,1.9,-2.5,-14.5,10.4,0.4,-2.7,4.9,-0.3
O=C(CNC(=O)c1ccccc1F)NCc1cccnc1,0.4,-5.2,-1.0,-7.6,4.0,-1.7,-0.6,-3.2,-0.4
COc1cccc(Cn2c(NCC(C)C)nc3c2c(=O)n(C)c(=O)n3C)c1,-11.4,-5.3,-3.2,-4.2,10.4,0.0,3.4,-2.1,0.1
O=C(NS(=O)(=O)c1ccccc1[N+](=O)[O-])c1ccccc1,9.4,-11.2,1.4,-6.6,0.6,-1.4,-1.4,-21.2,0.5
CCc1ccc([C@@H]2CC=C(C(=O)O)[C@H](c3ccc(C)cc3)N2S(=O)(=O)c2ccc(C)cc2)cc1,-3.7,-3.4,3.7,5.6,-6.9,0.4,-3.4,-2.7,0.0
O=C(NCc1ccco1)c1nn(-c2ccccc2)c(=O)c2ccccc12,-4.2,-10.3,-0.2,1.3,8.0,0.5,-0.8,3.4,-1.0
COc1ccc(C(=O)OC(C)C(=O)NCC2CCCCC2)cc1S(=O)(=O)N1CCOCC1 (centres undefined),8.1,-0.9,-1.8,-1.1,4.4,0.2,1.5,-13.6,-0.1
COC(=O)[C@H](Cc1ccc(O)cc1)NC(=O)Cn1cnc2c(NCc3ccccc3)ncnc21,-3.9,2.5,-0.2,-8.1,-15.0,-0.9,-5.4,-6.9,-0.6
CCn1c(SCC(=O)N2CCCC2=O)nc2ccccc21,-4.2,-7.7,1.0,-6.5,-5.5,0.9,-6.2,-4.8,0.2
Cc1cc(C=O)sc1[B-](F)(F)F,-12.9,10.7,-3.4,-5.9,4.1,-0.4,-12.1,6.1,-2.7
CCc1ccccc1NC(=O)c1cc(=O)c2ccccc2o1,-5.7,-9.1,0.3,-0.3,5.9,-0.1,-13.2,0.6,-1.4
CSc1nc(NCCN(C)C)c2sc3nc(-c4ccco4)c4c(c3c2n1)CCC4,-5.6,-12.3,3.4,-1.5,17.4,-0.1,-1.9,6.9,2.0
CCOC(=O)[C@]12CCCC=C1N(CCc1ccc(OC)c(OC)c1)C(=O)[C@H](CC(=O)NCC13CC4CC(CC(C4)C1)C3)C2,-2.6,nt,-6.9,nt,12.9,2.0,nt,nt,-0.3
OCCC1CN(Cc2ccc(Oc3ncccn3)cc2)CCN1C1CCCCC1 (centres undefined),-0.8,1.9,-2.7,-6.5,-2.8,0.8,1.2,-8.1,-1.0
Cc1ccc(OCC(=O)NCCNC(=O)c2ccncc2)cc1,-0.5,6.3,-0.3,-2.3,-0.2,0.0,-3.6,0.5,-0.8
CCCOC(=O)Nc1nc2ccccc2o1,-36.5,10.6,-22.6,-27.5,-23.1,-0.4,-6.5,-12.3,-0.8
Cc1ccccc1NC(=S)NC(=O)/C=C/c1ccco1,-68.6,13.3,-10.1,0.7,-0.3,4.1,-10.0,-9.9,0.9
CSc1nnc(Cc2ccc3c(c2)OCO3)o1,-0.4,7.3,-1.9,-7.5,13.9,-2.1,-1.1,-1.7,0.4
CS(=O)(=O)N(CC(=O)NC1CCCC1)c1ccc(Oc2ccccc2)cc1,-4.7,-1.1,2.2,6.5,6.7,1.1,-1.4,5.3,-0.2
CC(C(=O)NCC1CCCCC1)N1CCN(S(=O)(=O)c2cccs2)CC1 (centres undefined),-3.9,1.6,-3.7,1.0,-5.6,-1.2,-5.8,8.6,-0.3
NC(=O)c1ccc(N2CCN(c3ccccc3F)CC2)c([N+](=O)[O-])c1,6.5,2.9,-1.4,-2.2,-1.6,0.2,-1.4,5.8,-0.5
NC1C=CC=C(C(=O)O)C1 (centres undefined),-5.1,3.4,-1.2,-6.5,-2.2,1.1,-2.6,-3.7,-0.5
CN1NC(=O)CC1c1ccccc1 (centres undefined),19.2,1.0,3.1,-8.8,3.0,-0.3,-3.5,0.4,-0.1
O=C1NC2(CCC3(CC2)OCCO3)NN1c1ccccc1,-2.0,12.4,1.1,-5.1,3.2,0.5,-8.5,5.2,-0.7
O=C(COc1ccc(F)cc1Br)N1CCc2ccccc21,-4.4,-14.8,1.9,7.0,-23.8,-0.3,-1.8,-3.9,-0.4
COC(=O)[C@@]1(C(C)C)N=C(c2cc(OC)c(OC)c(OC)c2)[C@]2(O1)C(=O)N(Cc1ccc(OC)cc1)c1ccc(Br)cc12,-6.4,nt,2.6,53.1*,6.4,-0.5,-1.7,-3.5,-0.4
CN1CCN(C2CN(Cc3cn(Cc4ccc(Cl)cc4)nn3)S(=O)(=O)C2)CC1 (centres undefined),5.2,nt,-0.6,-10.6,8.6,-0.6,-2.7,-1.3,-0.9
O=C(NNC(=O)c1ccco1)c1ccc(NS(=O)(=O)c2cccs2)cc1,6.7,3.4,6.8,-6.8,6.7,0.1,0.3,-7.3,-0.4
CCC1(c2ccc(OC)cc2)NC(=O)N(CC(=O)c2ccc3c(c2)OCCO3)C1=O (centres undefined),-8.6,-1.1,-1.2,7.9,4.2,0.4,-6.1,-2.8,-0.3
CC(NS(=O)(=O)c1ccc(Cl)c(Cl)c1)C(=O)OCC(=O)Nc1ccc2c(c1)OCO2 (centres undefined),-8.1,-3.0,-3.2,18.9,4.0,0.7,-3.3,2.4,-0.6
NC(=O)CC[C@@H]1NC(=O)[C@@H]2CCCN2C(=O)c2cc([N+](=O)[O-])cc(F)c2NCCC[C@@H](C(N)=O)NC1=O,4.1,6.8,4.1,-0.4,8.1,1.6,-3.1,-0.1,-0.2
Cc1ccc(CN2CC(N3CCN(CC4CC4)CC3)CS2(=O)=O)cc1 (centres undefined),10.5,-8.2,6.0,-8.9,2.1,0.4,-4.2,3.9,-0.3
COc1ccc(NC(=O)c2cc3n(n2)C(C(F)(F)F)CC(c2ccc(OC)cc2)N3)cc1 (centres undefined),-0.5,12.4,7.7,-9.8,-14.2,-0.3,-5.9,-7.8,-0.9
COc1ccc(NS(=O)(=O)c2cc(C(=O)N3CCC3)ccc2C)cc1,13.8,18.4,-1.7,-3.6,16.4,0.0,-3.2,11.7,-0.4

# 3 compounds picked at random from those above, as already listed:
Compound,NRP1-CendR mod,PABP1 MLLE inh,MT1-MMP act inh,FAS-TE inh,SKN-1 block,MsrA inhibitor,MsrA act,eLon inh,TbMetRS inhib
CCC1(c2ccc(OC)cc2)NC(=O)N(CC(=O)c2ccc3c(c2)OCCO3)C1=O (centres undefined),-8.6,-1.1,-1.2,7.9,4.2,0.4,-6.1,-2.8,-0.3
COc1ccc(NC(=O)c2cc3n(n2)C(C(F)(F)F)CC(c2ccc(OC)cc2)N3)cc1 (centres undefined),-0.5,12.4,7.7,-9.8,-14.2,-0.3,-5.9,-7.8,-0.9
NC(=O)CC[C@@H]1NC(=O)[C@@H]2CCCN2C(=O)c2cc([N+](=O)[O-])cc(F)c2NCCC[C@@H](C(N)=O)NC1=O,4.1,6.8,4.1,-0.4,8.1,1.6,-3.1,-0.1,-0.2

# Assay outcomes: PubChem BioAssay, several laboratories
